Peg3 prom inh – inhibitors of Peg3 promoter; inhibition, % at 20 µM; HeLa PEG-Prom luciferase reporter, luminescence, overnight; AID 588405; hit rate 1.7% among 360,000;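 active means inhibition of at least 50% at 20 µM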
CF NFkB inh – blocks PAF-induced NF-kB reporter in cystic fibrosis cells | KKLEB NF-kB-GFP reporter, GFP fluorescence overnight | inhibition, % at 5 µM | hit rate 0.86% among 360,000 | AID 588850;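 active means at least 50% inhibition at 5 µM, scaled per plate between neutral and stimulator controls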;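 further: PAF is a Pseudomonas aeruginosa culture filtrate used as stimulus; plate controls were PAF-stimulated DMSO wells for no effect and unstimulated DMSO wells for full effect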
PDI turbidity – blocks human protein disulfide isomerase activity; P07237; PDI insulin aggregation turbidity, A650, 90 min; inhibition, % at 10 µM; hit rate 0.052% among 350,000;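 active means mean inhibition across replicates of 30% or more, whatever share of single replicates reach that level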;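 further: absorbance from insulin aggregation driven by PDI reduction with DTT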
Target sequence (P07237 whole entry, looked up): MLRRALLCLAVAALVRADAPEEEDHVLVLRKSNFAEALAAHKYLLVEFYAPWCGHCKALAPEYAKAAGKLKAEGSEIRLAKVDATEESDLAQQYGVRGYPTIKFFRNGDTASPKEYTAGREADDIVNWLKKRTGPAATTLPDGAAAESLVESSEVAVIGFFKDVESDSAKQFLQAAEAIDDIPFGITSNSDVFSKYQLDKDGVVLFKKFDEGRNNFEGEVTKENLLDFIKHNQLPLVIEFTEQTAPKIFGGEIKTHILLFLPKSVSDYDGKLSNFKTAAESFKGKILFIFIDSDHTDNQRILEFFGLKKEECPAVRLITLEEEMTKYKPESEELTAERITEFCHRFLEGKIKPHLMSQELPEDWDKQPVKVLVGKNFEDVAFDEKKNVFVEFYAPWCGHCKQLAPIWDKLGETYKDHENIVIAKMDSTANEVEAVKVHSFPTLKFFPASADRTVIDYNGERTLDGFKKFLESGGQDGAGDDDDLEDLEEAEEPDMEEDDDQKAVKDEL
CaV13 ICDI inh – Primary screen for inhibitors of IQ motif and Ca2+-dependent inactivation inhibitor domain binding in CACNA1D, Förster resonance energy transfer in living cells, …. HEK cells, CFP/YFP FRET ICDI-IQ, plate reader, 10 min; percent FRET-ratio fall versus neutral wells. inhibition, % at 12.3 µM. hit rate 0.098% among 340,000. AID 743397;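 active means mean replicate inhibition of at least 30% and at least 1% of replicates passing that level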;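 further: 0% = median of the neutral control wells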
KKLEB cytotox – counter-screen for CF NF-kB inhibitors: cytotoxicity | AID 602141 | activity change (cytotoxicity), % at 5 µM | hit rate 0.36% among 360,000 | KKLEB CF airway cells viability, ATPlite luminescence, overnight; active compounds read low; cells stimulated with P. aeruginosa culture filtrate;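 active means corrected activity change at or below -50% at 5 µM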
NR2E3 ag-1 – agonists of human NR2E3 nuclear receptor. Q9Y5X4. CHO-S Gal4-NCOR/VP16-NR2E3 two-hybrid, luciferase. inhibition of corepressor binding, % at 3.98 µM. hit rate 0.35% among 360,000. AID 602229;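 active means inhibition above the mean of all tested compounds plus 3 SD, cut at about 70% in these data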;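 further: 0% = DMSO with NR2E3 transfected cells and 100% = cells lacking NR2E3 construct; higher means lower luciferase signal from less NR2E3 corepressor binding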
Target sequence (Q9Y5X4 whole entry, looked up, the tested form may be a part): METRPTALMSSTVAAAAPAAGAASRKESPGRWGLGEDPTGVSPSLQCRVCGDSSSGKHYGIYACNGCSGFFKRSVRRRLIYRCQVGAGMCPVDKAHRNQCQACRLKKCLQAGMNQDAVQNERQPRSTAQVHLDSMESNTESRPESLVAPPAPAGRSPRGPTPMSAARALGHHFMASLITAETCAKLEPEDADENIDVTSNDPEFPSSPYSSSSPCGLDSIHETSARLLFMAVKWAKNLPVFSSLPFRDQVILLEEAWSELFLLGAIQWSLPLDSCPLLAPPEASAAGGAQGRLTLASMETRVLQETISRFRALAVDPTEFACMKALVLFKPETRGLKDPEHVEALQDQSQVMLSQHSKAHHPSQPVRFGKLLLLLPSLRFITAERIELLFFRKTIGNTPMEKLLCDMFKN
HIF-2a inh – inhibitors of HIF-2a; hit rate 0.72% among 360,000; AID 624352; 786-0 RCC cells HIF-2a reporter, luciferase luminescence, overnight; inhibition, % at 18.8 µM;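 active means inhibition of the luminescence signal of 40% or more relative to plate controls, in a single-dose primary screen at 18.75 µM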
TRPM1 prom inh – inhibitors of MITF-driven TRPM1 promoter in melanoma cells | SK-MEL-5 TRPM1 promoter luciferase, 24 h | inhibition, % at 12.5 µM | hit rate 0.83% among 330,000 | AID 488899;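 active means mean inhibition across replicates of 60% or more, whatever share of single replicates reaches that level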; further: values of inactives mirror those of a sister screen read the other way
Shn3 inh set2 – reduces Shn3 3'UTR luciferase signal in osteoblasts | inhibition, % at 12.5 µM | Clone20 osteoblast Shn3 3'UTR firefly luciferase, 24 h | hit rate 0.52% among 360,000 | AID 588674;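 active means mean inhibition of at least 75% with every replicate also reaching 75%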;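 further: 0% = median of neutral control wells and 100% = pilot-screen positive control compound; some compounds past the cut are filed as inactive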
Vif inh – inhibitors of HIV Vif; HEK293T cells, Vif self-association by quenched fluorescence, imaging, 24 h; inhibition, % at 7.49 µM; hit rate 0.35% among 340,000; in the data active means inhibition above about 50%, passing the limit was not always enough; further: some results filed as inactive read as strong as hits
NR2E3 ag-2 – activates human photoreceptor nuclear receptor NR2E3. GST-NR2E3/biotin-RetCOR TR-FRET, 1536-well. inhibition of corepressor binding, % at 4.78 µM. hit rate 0.12% among 320,000. AID 2300;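 active means percent inhibition above the cutoff of mean plus 3 SD of all tested compounds, set per screening campaign, cut at about 20% in these data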;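 further: 0% = DMSO wells and 100% = biotin wells as full block of FRET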
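system = GST-tagged NR2E3 plus biotinylated RetCOR corepressor | input = 1.35 nM GST-NR2E3 | also added = 7 nM biotin-RetCOR | schedule = 5 h incubation at 4 °C | measured by = TR-FRET with europium anti-GST and streptavidin-D2, 340 nm excitation | read-out = percent loss of FRET ratio relative to control wells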
Numbers without * were called inactive; x = no result given.

SMILES | Peg3 prom inh | CF NFkB inh | PDI turbidity | CaV13 ICDI inh | KKLEB cytotox | NR2E3 ag-1 | HIF-2a inh | TRPM1 prom inh | Shn3 inh set2 | Vif inh | NR2E3 ag-2
CCCCc1cc(=O)oc2c(CN(C)C)c(O)c(Cl)cc12 | 6 | 2 | 6 | -3 | -4 | 2 | -2 | 11 | 8 | -3 | 1
C/C=C(\C)CN1CCC(n2nccc2NC(=O)c2ccc(OC)cc2)CC1 | 17 | 16 | 2 | -6 | -25 | -35 | -3 | 4 | 10 | -1 | -5
CC(NCCO)C(=O)C12CC3CC(CC(C3)C1)C2 (configuration not stated) | -13 | -7 | 7 | -4 | 1 | 10 | 5 | 5 | -1 | 3 | 2
CCCCC(=O)N(C)c1c(CC)nc2c(OCC=C(C)C)cccn12 | 11 | -17 | -3 | x | -4 | -10 | 26 | x | 2 | x | x
COc1cccc(C(=O)Nc2ccc(NC(=O)C(C)C)nc2)c1 | -34 | 5 | -7 | x | -16 | -24 | -42 | -19 | -10 | -6 | 4
CN(C)Cc1cccc([N+](=O)[O-])c1O | 10 | -1 | -1 | 4 | 5 | 0 | 10 | -13 | 15 | -11 | 0
CC(=O)c1sc(NC(=O)CCN2C(=O)C3CC=CCC3C2=O)nc1-c1ccccc1 (configuration not stated) | 16 | 9 | -3 | -6 | 2 | 14 | 18 | 16 | -2 | -2 | 1
COc1cc(CNCC(O)c2ccccc2)ccc1OCc1ccc(Cl)nc1 (configuration not stated) | -27 | 6 | 10 | -5 | -12 | 19 | -48 | -30 | -7 | -17 | -1
COCCNC(=O)c1ccccc1NC(=O)Cc1ccccc1[N+](=O)[O-] | 4 | 12 | 16 | -4 | -4 | -1 | 14 | -4 | 7 | 0 | -2
O=S(=O)(NCCc1ccncc1)c1ccccc1 | 12 | 1 | 2 | -3 | 2 | 2 | 13 | 0 | -13 | -4 | 2
Cc1ccc(C(=O)N2CCN(c3ccc(C(F)(F)F)cn3)CC2)c(C)c1 | 24 | 24 | -4 | -2 | -11 | 47 | -4 | 10 | 25 | 7 | 0
CC(C)(C)[C@H]1COC(=O)[C@@H](Cc2ccc(F)cc2)C/C=C\C[C@@H](CC(=O)N[C@H](CO)Cc2ccccc2)C(=O)N1 | 25 | 10 | 1 | -8 | 19 | 16 | 6 | 5 | 13 | -1 | x
CCn1c(C)nc2cc(C(=O)NNC(=O)c3ccc(Cl)nc3)ccc21 | -26 | 1 | 7 | -3 | 9 | -19 | -8 | 3 | -5 | 21 | 4
O=C(Cc1n[nH]c(=O)c2ccccc12)NCc1ccccn1 | 4 | 3 | -3 | x | 4 | -3 | 17 | -14 | -1 | 2 | 3
CCOC(=O)c1cnc(SCC(=O)NNC(=O)c2ccco2)nc1N | 0 | -7 | -3 | -2 | 5 | -8 | 3 | -4 | -6 | 9 | -2

Overlap with the part before: 4 compounds, followed by the next part.
SMILES | Peg3 prom inh | CF NFkB inh | PDI turbidity | CaV13 ICDI inh | KKLEB cytotox | NR2E3 ag-1 | HIF-2a inh | TRPM1 prom inh | Shn3 inh set2 | Vif inh | NR2E3 ag-2
CC(C)(C)[C@H]1COC(=O)[C@@H](Cc2ccc(F)cc2)C/C=C\C[C@@H](CC(=O)N[C@H](CO)Cc2ccccc2)C(=O)N1 | 25 | 10 | 1 | -8 | 19 | 16 | 6 | 5 | 13 | -1 | x
CCn1c(C)nc2cc(C(=O)NNC(=O)c3ccc(Cl)nc3)ccc21 | -26 | 1 | 7 | -3 | 9 | -19 | -8 | 3 | -5 | 21 | 4
O=C(Cc1n[nH]c(=O)c2ccccc12)NCc1ccccn1 | 4 | 3 | -3 | x | 4 | -3 | 17 | -14 | -1 | 2 | 3
CCOC(=O)c1cnc(SCC(=O)NNC(=O)c2ccco2)nc1N | 0 | -7 | -3 | -2 | 5 | -8 | 3 | -4 | -6 | 9 | -2
CN1CCN(CCCNC(=O)CCN2C(=O)COc3ccccc32)CC1 | 3 | -23 | 3 | -6 | 10 | -29 | 5 | 8 | -6 | 4 | 1
COc1cccc(OCC(=O)N(C)Cc2nc(-c3cccc(C)c3)no2)c1 | 4 | 18 | 15 | -2 | -2 | -9 | -1 | 7 | 8 | -1 | 3
Cc1ccc(C(C)C)cc1OCCn1cncn1 | 5 | -8 | -2 | -1 | 13 | -24 | 17 | -4 | 5 | 1 | 0
COc1cccc(CNC(=O)C2(C)CCCCN2C)c1 (configuration not stated) | -2 | -15 | 0 | -4 | 2 | 3 | 9 | x | 27 | x | x
O=C1c2cccnc2C(=O)N1Cc1cccs1 | 1 | -1 | -17 | -7 | -8 | -25 | 12 | -2 | -14 | 8 | 2
COc1ccc(OCC(=O)Nc2ccccc2-c2ccccc2)cc1 | 23 | 17 | -3 | -6 | -4 | 8 | 18 | 3 | 6 | 11 | 5
COc1ccc(CNC(=O)/C(C#N)=C2\N=C(NC(=O)c3cccs3)c3ccccc32)cc1 | 0 | -41 | -1 | -6 | 12 | -15 | -16 | 8 | -11 | -2 | -1
O=C(Nc1cccc(C(F)(F)F)c1)Oc1ccc(Cl)c2cccnc12 | 40 | 42 | 3 | -4 | -15 | -8 | -32 | 11 | 51 | -8 | 2
Cc1ccc(S(=O)(=O)N2CCN(S(=O)(=O)N3CCOCC3)CC2)cc1C | 12 | 3 | -1 | -10 | -5 | -11 | 0 | -6 | 0 | 27 | 4
CCOC(=O)C(Cc1ccccc1)NC(=O)CCc1nnc2ccc(N3CCOCC3)nn12 (configuration not stated) | -12 | 15 | -1 | -8 | 3 | 13 | 8 | 3 | 5 | 8 | 1
c1ccc(-c2c3ccccc3nc3[nH]c4ccccc4c23)cc1 | 5 | -36 | -4 | x | 9 | 4 | 1 | 9 | 12 | -7 | 2
Cc1nn2c(NCCCN(C)C)c3c(nc2c1-c1ccccc1)CCCC3 | 7 | -5 | -6 | -5 | -5 | 10 | -13 | -29 | -2 | 11 | -5
O=C(NCc1ccco1)c1cccc(S(=O)(=O)N2CCCC2)c1 | 2 | -2 | 6 | -3 | -10 | -13 | -1 | -1 | 2 | 29 | x
Cc1ccccc1OCCNC(=O)c1ccc2ccccc2n1 | -298 | -8 | 3 | -3 | 19 | -159 | -252 | -26 | -75 | -3 | -1
O=c1nc(N(c2ccccc2)c2ccccc2)[nH]c(=O)[nH]1 | 15 | 4 | 12 | -5 | -12 | -16 | 7 | 16 | 15 | 13 | -2
CN(C)C(=O)CCC(=O)N(C)CC1CCCN(CCc2ccc(F)cc2)C1 (configuration not stated) | 10 | -20 | 3 | -4 | 4 | 2 | 20 | 5 | 2 | -2 | -2
O=C(Oc1ccc(Cl)c2cccnc12)N1CCCCCC1 | -17 | 12 | -2 | x | -13 | -13 | -62 | 1 | -7 | 10 | -1
CCCC(=O)N1CCN(c2ccc([N+](=O)[O-])cc2Cl)CC1 | -2 | 8 | 2 | -3 | -12 | -23 | 8 | 0 | 2 | -3 | 2
O=C(N/N=C/c1ccccc1C(=O)O)c1ccccc1Br | 3 | -15 | 6 | 3 | -3 | -6 | 9 | 11 | -6 | 2 | 1
CCOC(=O)C1=C(N)Oc2c(oc(CO)cc2=O)C1c1c(F)cccc1Cl (configuration not stated) | 14 | 0 | 0 | -5 | -10 | -21 | 15 | 5 | 5 | 2 | 1
CC1CCCCN1S(=O)(=O)c1ccc(S(=O)(=O)N2CCCC2)cc1 (configuration not stated) | 12 | -1 | 4 | -3 | 3 | -33 | 10 | -11 | 5 | -7 | -3
CC(=O)c1cccc(NC(=O)COC(=O)CCNS(=O)(=O)c2ccccc2)c1 | 5 | -18 | 2 | -5 | 15 | -21 | 5 | 15 | 1 | -5 | x
O=C(COC(=O)c1cc(S(=O)(=O)N2CCOCC2)ccc1F)NCCc1ccc(F)cc1 | 8 | 5 | 4 | -3 | 5 | -11 | 17 | 0 | 5 | 4 | x
O=C(c1cc([N+](=O)[O-])cc([N+](=O)[O-])c1)N(Cc1nnc(-c2ccccc2Cl)o1)C1CC1 | 14 | 0 | -3 | -2 | 2 | 1 | 12 | 34 | 2 | 2 | -3
CC#CCN1c2ccccc2[C@]23C[C@@H](C(=O)OC)N(C(=O)NC(C)(C)C)C2=NC(C(=O)OC)=C(C(=O)OC)[C@H]13 | 6 | -4 | 5 | -5 | 9 | 9 | 8 | -3 | 17 | -11 | 5
O=[N+]([O-])/C=C\c1ccc(N2CCOCC2)cc1 | 14 | 25 | -1 | -3 | -8 | -19 | 55* | 74* | 24 | -4 | 0
C#CCOCCOCCOCCNc1nc(N2CCN(C(=O)[C@H](CCC(=O)O)n3cc(CN)nn3)CC2)nc(N2CCN(C(=O)[C@H](CCCN=C(N)N)n3cc(C(N)[C@@H](C)CC)nn3)CC2)n1 (some centres not stated) | -16 | 3 | 2 | -5 | 11 | -11 | 0 | 2 | -3 | x | x
O=C1CN(C(=O)c2c(F)cccc2F)C(c2ccc(F)cc2)c2cc(Br)ccc2N1 (configuration not stated) | 12 | 2 | 1 | -14 | 9 | 5 | 24 | -12 | 12 | 30 | 2
CC1Oc2ccccc2C=C1C1/C(=C(/O)c2ccccc2)C(=O)C(=O)N1CCCN(C)C (configuration not stated) | 0 | 4 | -1 | -6 | -6 | -7 | -9 | 12 | 8 | -1 | 3
CC(C)(C)c1ccc(C(=O)NNC(=O)c2ccccc2Br)cc1 | -79 | 10 | -6 | -4 | -26 | -32 | -79 | -32 | -13 | 1 | -1
CCOC(=O)c1c(C)[nH]c(C(=O)NNC(=O)c2ccc(Br)cc2)c1C | -66 | 19 | 13 | -7 | -13 | -11 | -163 | -12 | -30 | -6 | 3
c1nc(NC2CCCCC2)c2[nH]cnc2n1 | -10 | 24 | 5 | -5 | 3 | -25 | -9 | -7 | 0 | -1 | -1
Cc1ccc(S(=O)(=O)NCC2CCC(C(=O)NCc3cccs3)CC2)cc1 (configuration not stated) | 14 | 4 | 7 | -4 | 6 | 8 | 2 | 8 | 11 | -2 | 2
COc1ccc(S(=O)(=O)NC(CCSC)C(=O)NC2CCCCC2)cc1 (configuration not stated) | 15 | -6 | 9 | -17 | 0 | 6 | 0 | 8 | 3 | -7 | 4
CCn1c(-c2ccccc2Cl)nn(CC(=O)NCCc2ccccc2)c1=S | 17 | 4 | 1 | -3 | -6 | -25 | 9 | 5 | 0 | 1 | -1
CCOc1cc(CNc2ncn[nH]2)ccc1OCC(=O)NC(C)(C)C | 2 | -3 | -5 | -7 | 1 | 5 | 17 | 10 | 3 | -9 | 3
O=C(C1CCN(S(=O)(=O)c2cccc3nsnc23)CC1)N1CC=C(c2ccccc2)CC1 | 11 | 6 | 17 | -4 | -1 | 6 | 18 | 12 | 7 | 6 | 1
O=C(CCCCCN1C(=O)c2ccccc2C1=O)Oc1ccc2c3c(c(=O)oc2c1)CCC3 | 5 | 6 | 2 | -5 | 0 | -59 | -2 | -14 | 1 | 1 | -1

Screening data deposited in PubChem BioAssay by several laboratories.
